S100A4 inh HTS – inhibitors of human S100A4 binding to myosin IIA peptide | P26447 | S100A4/TAMRA-MyoIIA peptide fluorescence polarization | inhibition, % at 10.7 µM | 0.14% of 360,000 active | AID 652163;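 active = mean inhibition of at least 70% across replicates, with every replicate also reaching that level; inconclusive = mean inhibition reaches 70% but some replicates fall short; inactive = mean inhibition below 70%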
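incubation = readout 5 min after mixing, signal stable up to 60 min | system = S100A4 monomer protein | buffer or medium = HEPES pH 7.2 with CaCl2, KCl, NaCl, DTT, Triton | benchmarks = neutral control DMSO, positive control TFP | also added = fluorescent myosin IIA peptide, 5 nM | compound dosing = one concentration per compound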
E-selectin induc – E-selectin induction on HUVECs; P16581; HUVEC E-selectin immunofluorescence imaging; normalized: neutral wells 0, TNF-alpha wells 100; activation, % at 7.58 µM; 0.37% of 260,000 active; AID 686992;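 active = mean E-selectin-positive cell signal at least 10% of the positive control, reached in at least 60% of replicates, without over 20% cell loss; inconclusive = no rule given, readout overlaps actives, possibly toxicity-flagged; inactive = the rest, including those meeting only one limit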;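 note: in these data hits start at about 27%; measured in HUVEC primary endothelial cells; signal is the percent of cells scored E-selectin positive by PE staining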
Target sequence (P16581 whole entry, looked up): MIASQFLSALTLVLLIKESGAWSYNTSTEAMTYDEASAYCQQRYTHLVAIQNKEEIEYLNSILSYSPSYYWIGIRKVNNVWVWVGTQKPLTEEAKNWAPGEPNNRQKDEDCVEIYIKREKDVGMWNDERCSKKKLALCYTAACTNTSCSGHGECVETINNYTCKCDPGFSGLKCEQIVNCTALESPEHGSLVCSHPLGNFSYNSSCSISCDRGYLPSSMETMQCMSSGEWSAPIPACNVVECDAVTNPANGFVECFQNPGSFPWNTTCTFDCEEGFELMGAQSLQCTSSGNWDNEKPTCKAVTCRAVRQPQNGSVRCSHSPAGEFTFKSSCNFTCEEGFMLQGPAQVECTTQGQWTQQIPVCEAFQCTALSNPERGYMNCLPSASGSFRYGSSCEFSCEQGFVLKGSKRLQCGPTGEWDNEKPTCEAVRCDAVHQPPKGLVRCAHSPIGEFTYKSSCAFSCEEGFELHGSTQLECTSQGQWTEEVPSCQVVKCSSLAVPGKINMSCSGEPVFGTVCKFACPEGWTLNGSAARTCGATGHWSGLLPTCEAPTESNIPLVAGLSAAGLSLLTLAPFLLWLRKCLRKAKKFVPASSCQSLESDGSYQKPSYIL
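Test system: HUVEC | Signal: Immunofluorescence imaging | Read-out: Percent E-selectin-positive cells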
C2C12 statin – protects C2C12 myotubes from simvastatin toxicity; 0.78% of 330,000 active; rescue of ATP level, % at 7.49 µM; ATP luminescence, 48 h; scaled: DMSO 0, geranylgeraniol control 100;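 active = mean ATP rescue above about 67%, or every replicate alone reaching that limit, limit read from the data, passing the limit was not always enough; inconclusive = no clear call, values can overlap the other calls; inactive = mean under the limit and some replicate under it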;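 note: myotubes were challenged with 10 µM simvastatin during compound exposure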
DENV2 CPE – DENV2-induced cell death inhibition; DENV2-infected cells, cytopathic effect rescue, plate reader; CPE inhibition, % at 9.99 µM; 1.7% of 350,000 active; in the data active = CPE inhibition above about 20%, passing the limit was not always enough; inconclusive = no clear call, values can overlap the other calls; tested in BHK-21 cells;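 note: 0% = median of neutral control wells and 100% = median of positive control wells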
SIRT5 block – sirtuin-5 (human) deacylase inhibition | Q9NXA8 | Purified SirT5, succinyl-peptide AMC, trypsin-coupled fluorescence | 1.1% of 330,000 active | inhibition, % at 15 µM | AID 652115; in the data active = inhibition above about 15%; inconclusive = no clear call, values can overlap the other calls
ERp5 inh – ERp5 (human) disulfide isomerase inhibition; ERp5 insulin aggregation, absorbance 650 nm, 90 min; 0.05% of 350,000 active; inhibition, % at 9.99 µM;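 active = mean replicate inhibition above about 25%, with every replicate also reaching it, limit read from the data, passing the limit was not always enough; inconclusive = only one of those two criteria met; inactive = neither criterion met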
Target sequence (Q15084 whole entry, looked up): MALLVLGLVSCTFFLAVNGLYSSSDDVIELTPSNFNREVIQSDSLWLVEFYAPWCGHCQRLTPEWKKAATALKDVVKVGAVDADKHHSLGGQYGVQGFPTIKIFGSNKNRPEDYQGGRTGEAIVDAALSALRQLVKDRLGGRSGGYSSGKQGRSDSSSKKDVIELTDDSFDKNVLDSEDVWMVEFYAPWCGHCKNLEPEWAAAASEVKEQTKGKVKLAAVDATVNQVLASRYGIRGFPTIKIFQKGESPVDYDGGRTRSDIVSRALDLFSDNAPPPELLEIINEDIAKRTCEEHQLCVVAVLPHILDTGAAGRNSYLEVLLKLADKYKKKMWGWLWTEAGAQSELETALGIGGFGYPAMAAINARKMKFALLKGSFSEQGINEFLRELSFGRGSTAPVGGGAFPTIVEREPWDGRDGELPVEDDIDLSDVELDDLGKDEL
PglD DTNB – blocks C. jejuni PglD acetyltransferase activity; purified PglD enzyme, DTNB colorimetric CoA detection; inhibition, % at 12.5 µM; 0.098% of 360,000 active; in the data active = inhibition above about 16%, passing the limit was not always enough; inconclusive = no clear call, values can overlap the other calls; note: strong numbers were not always called active
* marks the source's active call; other numbers are inactive results; ? = inconclusive; · = not tested or not shown. This is a subset; the hit share may differ from the screen's.

1. COCCN(C(=O)CSc1nnc(-c2ccc(C(C)(C)C)cc2)n1N)c1c(N)n(CC(C)C)c(=O)[nH]c1=O
2. COc1ccc(CC(=O)Nc2nnc(SCC(=O)NCc3ccco3)s2)cc1OC
3. CCN(CC)c1ccc(C(=O)OCC(=O)Nc2cc(C)on2)cc1
4. CCOC(=O)N1CCN(c2c(N3CCN(c4cccc(C)c4C)CC3)c(=O)c2=O)CC1
5. Cc1cccc(Cn2c(N3CCN(CCO)CC3)nc3c2c(=O)[nH]c(=O)n3C)c1
6. C[C@H](CO)N1C[C@H](C)[C@@H](CN(C)S(=O)(=O)c2ccc(F)cc2)Oc2ccc(NS(=O)(=O)c3ccc(F)cc3)cc2CC1=O

screen / no.	1	2	3	4	5	6
S100A4 inh HTS	0	-2	-2	3	-3	11
E-selectin induc	-1.5	0.3	·	-1.4	·	0.8
C2C12 statin	·	·	-9	22	2	32
DENV2 CPE	-5	-1	1	2	15	-9
SIRT5 block	0	0	-2	-5	-5	6
ERp5 inh	5	3	4	-4	-3	3
PglD DTNB	·	·	-1	-5	2	1

3 compounds from above, sorted by count of non-hydrogen atoms, high to low.
1. COCCN(C(=O)CSc1nnc(-c2ccc(C(C)(C)C)cc2)n1N)c1c(N)n(CC(C)C)c(=O)[nH]c1=O
4. CCOC(=O)N1CCN(c2c(N3CCN(c4cccc(C)c4C)CC3)c(=O)c2=O)CC1
5. Cc1cccc(Cn2c(N3CCN(CCO)CC3)nc3c2c(=O)[nH]c(=O)n3C)c1

screen / no.	1	4	5
S100A4 inh HTS	0	3	-3
E-selectin induc	-1.5	-1.4	·
C2C12 statin	·	22	2
DENV2 CPE	-5	2	15
SIRT5 block	0	-5	-5
ERp5 inh	5	-4	-3
PglD DTNB	·	-5	2

New compounds follow:
7. COCCCN(C(=O)c1cc(C)oc1C)c1c(N)n(CC(C)C)c(=O)[nH]c1=O
8. Cc1ccc2cc(C#N)c(N3CCCN(S(=O)(=O)c4ccc(F)cc4)CC3)nc2c1
9. CN(C)C(CNS(=O)(=O)c1ccc(Cl)cc1)c1cccnc1 (stereo not drawn)
10. O=C(Nc1ccccc1C(F)(F)F)NC1CCCCCCC1
11. CC(=O)OC(CC(=O)O)C[N+](C)(C)C (stereo not drawn)
12. CCOCCCNC(=O)CNC(=S)N(Cc1ccc(C)cc1)Cc1ccco1

screen / no.	7	8	9	10	11	12
S100A4 inh HTS	-18	-3	0	-5	20	-1
E-selectin induc	0.0	·	·	·	0.0	-1.8
C2C12 statin	1	22	15	·	3	·
DENV2 CPE	0	1	5	5	-3	-8
SIRT5 block	-1	0	-1	-2	-4	·
ERp5 inh	3	-2	-2	-1	-1	0
PglD DTNB	-2	-1	0	·	6	·

13. Cc1nc2ccc(NS(=O)(=O)c3ccc(F)c(F)c3)cc2s1
14. COc1cc(NS(=O)(=O)c2ccc(NC(=O)/C=C/C(=O)O)cc2)nc(OC)n1
15. COc1ccc(C(C)=O)cc1Cn1c(C)c(C(=O)NCc2ccc(C(C)C)cc2)sc1=O
16. CO[C@@H]1CN(C)C(=O)c2cc(NC(=O)C3CC3)ccc2OC[C@@H](C)N(Cc2cncnc2)C[C@@H]1C
17. CCc1cc(-c2cnnn2Cc2ccc3ccccc3c2)ccc1-c1cn(CC(C)C)nn1
18. COc1ccccc1S(=O)(=O)N1C[C@H](O)COC[C@H]2O[C@H](CC(=O)O)CC[C@@H]21

screen / no.	13	14	15	16	17	18
S100A4 inh HTS	2	-1	4	0	-7	5
E-selectin induc	-0.7	·	·	0.0	0.0	0.2
C2C12 statin	-8	-2	1	-2	-3	6
DENV2 CPE	-7	10	-1	5	4	-12
SIRT5 block	-3	1	·	-5	-3	-3
ERp5 inh	0	0	3	-4	-2	3
PglD DTNB	-5	-3	0	4	-2	1

19. CC1CCN(C(=O)c2ccc(NC3=C(Cl)C(=O)N(Cc4ccccc4)C3=O)cc2)CC1
20. CC=Cc1ccc2n(c1=O)C[C@@H]1[C@@H](CO)[C@H](C(=O)NCCC)N(C(=O)CC)[C@H]21 (mixture of isomers)
21. CN1c2ccc(Br)cc2[C@H]2[C@H](CCN2C(=O)C2CCCCC2)[C@@H]1CO
22. Cc1ccc2c(c1)S(=O)(=O)N(C)C(c1ccccc1)=C2
23. COc1ccc(CNC(=O)Nc2ccc([N+](=O)[O-])cc2)cc1
24. CC(=O)Nc1ccccc1NC(=O)C/C(C)=N/NC(=O)C(=O)Nc1cccc(Cl)c1C

screen / no.	19	20	21	22	23	24
S100A4 inh HTS	0	?	2	14	2	1
E-selectin induc	1.8	-0.3	0.0	-0.1	0.4	·
C2C12 statin	17	-9	-11	-3	2	·
DENV2 CPE	-2	13	-2	-6	9	0
SIRT5 block	5	0	1	3	-1	-3
ERp5 inh	1	4	1	-6	7	9
PglD DTNB	4	-5	1	·	6	·

25. O=C(C[C@@H]1C=C[C@@H](NC(=O)Cc2cccnc2)[C@@H](CO)O1)Nc1ccc(-c2ccccc2)cc1
26. COCC(=O)OCC(=O)c1cc(C)n(-c2ccc(Br)cc2)c1C
27. CCCCCCCCCCC[C@@H](C[C@@H]1OC(=O)[C@H]1CCCCCC)OC(=O)[C@H](CC(C)C)NC=O
28. CN1CCN(S(=O)(=O)c2ccc(NN)nc2)CC1
29. CCOc1ccccc1NC(=O)C(CC)Sc1nc2ccsc2c(=O)n1CCC(=O)O (stereo not drawn)
30. OC(CSc1ccncc1)CC(O)c1ccccc1 (stereo not drawn)

screen / no.	25	26	27	28	29	30
S100A4 inh HTS	-22	2	2	-21	0	42
E-selectin induc	1.3	·	0.0	·	0.0	·
C2C12 statin	·	·	1	-2	-24	·
DENV2 CPE	6	·	-5	-1	-5	12
SIRT5 block	-4	-2	0	-1	-5	1
ERp5 inh	2	1	-4	3	5	1
PglD DTNB	·	·	-6	2	4	0

31. CN(CC(O)COCc1ccccc1F)C1CCCCC1 (stereo not drawn)
32. CCC(=O)N(C)C[C@H]1Oc2ncc(-c3ccccc3C)cc2C(=O)N([C@@H](C)CO)C[C@H]1C
33. C[C@@H]1CN([C@H](C)CO)C(=O)c2cc(NC(=O)C3CC3)ccc2O[C@H]1CN(C)Cc1ccc(C(=O)O)cc1
34. O=[n+]1cc(-c2ccc(Cl)cc2)n([O-])c2c1CCC2
35. C[C@@H]1CN([C@H](C)CO)C(=O)c2cc(-c3ccccc3)cnc2O[C@H]1CN(C)C(=O)Cc1ccccc1
36. C[C@@H]1CN(C(=O)c2cc(COc3cccc(C(F)(F)F)c3)on2)C[C@H](C)O1

screen / no.	31	32	33	34	35	36
S100A4 inh HTS	2	3	18	-6	1	0
E-selectin induc	12	0.5	1.3	·	0.1	-0.3
C2C12 statin	·	24	-2	·	10	-18
DENV2 CPE	4	?	8	-3	-5	5
SIRT5 block	3	-2	0	-2	-4	0
ERp5 inh	-6	0	1	·	12	-5
PglD DTNB	2	5	4	·	2	2

37. CC(C)=CCNc1ncnc2c1c(C#N)cn2C1OC(CO)C(O)C1O (stereo not drawn)
38. COC(=O)c1c(NC(=O)C(C)C)sc2c1CCN(Cc1ccccc1)C2
39. COc1ccc(-c2cc3c(c(-c4ccc(Oc5ccccc5)cc4)n2)[Si](C(C)C)(C(C)C)OC3)cn1
40. CCCNC(=O)C[C@H]1CC[C@@H]2[C@@H](COc3ccc(NC(=O)Nc4c(C)noc4C)cc3C(=O)N2C)O1
41. c1csc(-c2nn3cnnc3c3ccccc23)c1
42. ON(Cc1c(F)cccc1Cl)Cc1c(F)cccc1Cl

screen / no.	37	38	39	40	41	42
S100A4 inh HTS	-6	-1	0	-19	-2	3
E-selectin induc	2.1	-0.3	·	0.1	-1.6	0.7
C2C12 statin	·	-7	·	26	·	4
DENV2 CPE	-9	-5	16	-2	·	4
SIRT5 block	1	-3	2	-7	-7	-3
ERp5 inh	11	-3	2	-4	3	2
PglD DTNB	·	4	1	6	·	0

43. O=C(O)CC1C(=O)NCCN1Cc1ccc(F)c(F)c1 (stereo not drawn)
44. O=C(C[C@H]1C=C[C@@H](NC(=O)c2ccncc2)[C@@H](CO)O1)NCC1CCCCC1
45. C[C@@H]1CN([C@@H](C)CO)C(=O)c2cc(NS(C)(=O)=O)ccc2O[C@@H]1CN(C)Cc1ccncc1
46. COc1ccc(NC(=O)N2C3CCCC2CC(NC(=O)c2ccccc2)C3)cc1 (stereo not drawn)
47. CCOC(=O)C(=CNc1cscc1S(=O)(=O)C(C)C)C(=O)OCC
48. CC(C)CC1C(=O)N(Cc2cn(Cc3ccco3)nn2)CCS(=O)(=O)N1Cc1ccc(-c2ccncc2)cc1 (stereo not drawn)

screen / no.	43	44	45	46	47	48
S100A4 inh HTS	-11	-11	-2	-1	3	-6
E-selectin induc	-1.5	-0.2	7.0	·	-1.0	1.7
C2C12 statin	-1	-3	-26	0	·	-21
DENV2 CPE	9	-4	1	?	-3	-5
SIRT5 block	-1	6	0	0	4	0
ERp5 inh	5	2	1	4	1	1
PglD DTNB	·	0	5	5	·	·

49. CN(C)CC(=O)Nc1ccc2c(c1)[C@@H]1C[C@H](CC(=O)NC3CCCC3)O[C@H](CO)[C@@H]1O2
50. CCc1ccccc1Nc1nn2c(=O)c3ccc(C(=O)NCc4ccccn4)cc3nc2s1
51. N#Cc1ccccc1OCC(=O)OCC(=O)N1CCCC1
52. CCCCNC(=O)NS(=O)(=O)c1ccc(NC(=O)CCC(=O)c2cccs2)cc1
53. CN(Cc1ccccc1)C(=O)c1cnc(Cc2c[nH]c3ccccc23)c(I)c1
54. NS(=O)(=O)c1ccc(CCNC(=O)c2cccc([N+](=O)[O-])c2)cc1

screen / no.	49	50	51	52	53	54
S100A4 inh HTS	2	2	1	-1	-4	1
E-selectin induc	-0.5	-0.1	1.8	-0.1	-1.4	·
C2C12 statin	-2	5	2	-2	15	5
DENV2 CPE	10	-7	3	2	-2	0
SIRT5 block	0	-5	0	1	0	-1
ERp5 inh	2	2	-6	-1	-4	2
PglD DTNB	-2	0	0	0	-4	·

55. O=c1[nH]nc(-c2ccc(F)cc2)cc1Cc1cccs1
56. CC(NC(=O)c1cc(COc2ccc(-n3cncn3)cc2)on1)c1ccc(F)cc1 (stereo not drawn)
57. CN(CC(=O)Nc1ccc(N2CCOCC2)cc1)C(=O)c1cc2c(s1)CCCC2
58. Cc1cc(C)c(C=NNc2nc3c([nH]2)c(=O)n(C)c(=O)n3C)c(C)c1
59. CCOC(=O)C1=NOC2(C1)C(=O)Nc1c(Cl)cccc12 (stereo not drawn)
60. COC(=O)c1ccc(CNC(=O)c2coc3ccccc3c2=O)cc1

screen / no.	55	56	57	58	59	60
S100A4 inh HTS	-7	3	0	-3	-2	-32
E-selectin induc	·	-0.3	·	0.0	0.2	-3.8
C2C12 statin	·	2	19	5	·	·
DENV2 CPE	-3	5	-1	11	0	-8
SIRT5 block	0	7	1	·	8	1
ERp5 inh	4	-1	13	-10	-4	-1
PglD DTNB	·	0	12	0	·	·

Assay outcomes as filed in PubChem BioAssay.
